GPR151 ag – activates the human receptor GPR151 | Q8TDV0 | PathHunter beta-arrestin GPR151 cells, luminescence | activation, % at 11.2 µM | 650,000 compounds, 1% hits; in the data active = activation above about 4.9%;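 note: 0% = median of compound wells and 100% = cells with positive control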
Target sequence (Q8TDV0 whole entry, looked up): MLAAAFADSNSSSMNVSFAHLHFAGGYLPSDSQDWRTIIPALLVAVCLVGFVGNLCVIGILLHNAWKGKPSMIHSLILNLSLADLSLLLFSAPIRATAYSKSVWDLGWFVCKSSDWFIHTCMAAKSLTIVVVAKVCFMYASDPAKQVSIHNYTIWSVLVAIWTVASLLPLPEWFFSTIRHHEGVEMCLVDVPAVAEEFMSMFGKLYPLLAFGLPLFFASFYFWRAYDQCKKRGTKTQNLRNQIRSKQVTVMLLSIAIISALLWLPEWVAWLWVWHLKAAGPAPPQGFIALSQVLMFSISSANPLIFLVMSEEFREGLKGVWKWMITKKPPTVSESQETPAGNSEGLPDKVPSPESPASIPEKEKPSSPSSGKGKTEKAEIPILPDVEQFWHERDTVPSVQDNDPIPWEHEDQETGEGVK
TEAD-YAP inh – TEAD-YAP interaction inhibition; 640,000 compounds, 1.4% hits; HEK-TIYL cells, TEAD-Gal4/YAP UAS-luciferase luminescence; inhibition, % at 9.12 µM; in the data active = inhibition above about 32%;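 note: 0% = median of test compound wells and 100% = reference inhibitor wells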
FBW7 activator – activators of human E3 ligase FBW7; 650,000 compounds, 0.13% hits; normalized activity (activation), % at 26.1 µM; AID 1259310; Q969H0; AlphaScreen FBW7–phospho-cyclin E peptide binding, activator screen; in the data active = normalized activity above about 1.9%;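 note: purified mutant Fbw7 with reduced substrate affinity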
MITF inh – blocks human microphthalmia-associated transcription factor; AID 1259374; AlphaScreen MITF homodimerization, bead proximity signal; inhibition, % at 2.6 µM; 650,000 compounds, 0.91% hits; O75030; in the data active = inhibition above about 50%;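 note: 0% = vehicle wells with protein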
Target sequence (O75030 whole entry, looked up): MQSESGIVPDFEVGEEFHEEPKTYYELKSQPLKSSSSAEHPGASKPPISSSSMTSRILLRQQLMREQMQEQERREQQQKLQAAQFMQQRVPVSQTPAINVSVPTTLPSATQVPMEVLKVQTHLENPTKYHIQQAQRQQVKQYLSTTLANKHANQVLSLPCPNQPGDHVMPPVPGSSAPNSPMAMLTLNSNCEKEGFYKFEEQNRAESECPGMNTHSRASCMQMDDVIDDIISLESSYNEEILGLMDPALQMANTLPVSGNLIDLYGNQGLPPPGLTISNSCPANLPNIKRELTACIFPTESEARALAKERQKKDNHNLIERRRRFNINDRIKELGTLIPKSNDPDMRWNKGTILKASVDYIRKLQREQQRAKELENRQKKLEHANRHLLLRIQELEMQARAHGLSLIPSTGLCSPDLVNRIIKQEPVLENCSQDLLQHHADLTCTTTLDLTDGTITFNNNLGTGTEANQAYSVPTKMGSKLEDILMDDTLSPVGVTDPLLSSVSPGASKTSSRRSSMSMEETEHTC
The depositor's hits bear a star.

Start of the data: the first 6 compounds as a preview:
item	Structure	MITF inh	TEAD-YAP inh	FBW7 activator	GPR151 ag
1	CCOC(=O)c1cccc(C(=O)Nc2ccc(OC)cc2[N+](=O)[O-])n1	7	18	0.2	-1.3
2	O=C(C1c2ccccc2C(=O)N2CCc3ccccc3C12)N1CCOCC1 (stereo not given)	-17	-13	0.0	0.1
3	CCOC(=O)C1CCCN(C2CCC(=O)N(Cc3ccc(F)c(F)c3)CC2)C1 (stereo not given)	-1	4	-0.1	0.2
4	O=C(O)C1CCCN1S(=O)(=O)c1ccccc1F (stereo not given)	1	4	0.0	0.2
5	CN(C)c1ccc(/C=N/NC(=O)c2cc(O)cc(O)c2)cc1	22	2	0.7	-1.6
6	CC(C)NC(=O)NC(=O)COC(=O)CN1C(=O)C2CCCCC2C1=O (stereo not given)	6	0	0.4	-1.3

The whole of this part (from the top)
item	Structure	MITF inh	TEAD-YAP inh	FBW7 activator	GPR151 ag
1	CCOC(=O)c1cccc(C(=O)Nc2ccc(OC)cc2[N+](=O)[O-])n1	7	18	0.2	-1.3
2	O=C(C1c2ccccc2C(=O)N2CCc3ccccc3C12)N1CCOCC1 (stereo not given)	-17	-13	0.0	0.1
3	CCOC(=O)C1CCCN(C2CCC(=O)N(Cc3ccc(F)c(F)c3)CC2)C1 (stereo not given)	-1	4	-0.1	0.2
4	O=C(O)C1CCCN1S(=O)(=O)c1ccccc1F (stereo not given)	1	4	0.0	0.2
5	CN(C)c1ccc(/C=N/NC(=O)c2cc(O)cc(O)c2)cc1	22	2	0.7	-1.6
6	CC(C)NC(=O)NC(=O)COC(=O)CN1C(=O)C2CCCCC2C1=O (stereo not given)	6	0	0.4	-1.3
7	OCCNc1c(F)c(F)nc(N2CCCCC2)c1F	14	-8	0.3	-0.7
8	O=C(Cc1ccccc1)Nc1nnc(-c2ccccc2)o1	-7	-2	-0.3	1.7
9	O=C(NC(=S)N1CCOCC1)c1ccc(Cl)cc1	9	2	-0.1	-1.4
10	Cc1cc(N2CCCC2)nc(Nc2ccc(NS(=O)(=O)c3cccc(F)c3)cc2)n1	-3	54*	0.0	-0.5
11	CCCCCOc1ccc(C(=O)Nc2ccc(S(=O)(=O)Nc3cc(C)on3)cc2)cc1	0	-7	-0.2	0.5
12	Cc1cc(C)cc(NC(=O)CSc2nnc(-c3ccccc3N)n2C)c1	4	20	0.0	3.3
13	CC1=C(C(=O)OCc2ccccc2)C(c2ccc(F)cc2)C2=C(CC(c3ccccc3)CC2=O)N1 (stereo not given)	-2	8	-0.1	-0.5
14	CCN(CC)CC(O)CN(c1cccc([N+](=O)[O-])c1)S(=O)(=O)c1ccccc1 (stereo not given)	3	-2	0.0	1.5
15	C/C(=N\NC(=O)c1ccc(CN2CCOCC2)cc1)c1ccc([N+](=O)[O-])cc1	10	-7	1.2	-1.9
16	O=C(C1CC1)N1CCN=C1SCc1cccc([N+](=O)[O-])c1	-5	0	-0.1	0.3
17	COc1ccc(C(c2nnnn2C(c2ccccc2)c2ccccc2)N2CCOCC2)cc1 (stereo not given)	-10	-18	-0.1	-1.8
18	CCN1CCN(c2c(Cl)cccc2NC(=O)c2ccc([N+](=O)[O-])cc2)CC1	3	-5	-0.2	-0.3
19	CCCOc1cccc(-c2nc3ccc(Br)cc3c(=O)o2)c1	5	9	0.0	2.6
20	COc1cc(Nc2nc(NCCOc3ccccc3)c3ncn(C4CCCCC4)c3n2)cc(OC)c1OC	12	-12	0.6	-0.3
21	COc1cc2c(cc1/C=C1\C(C)=C(C#N)c3nc(N)c(C#N)c(C)c31)OCO2	0	2	-0.2	0.3
22	COc1ccc(C2C3=C(CC(C)(C)CC3=O)Nc3ccccc3N2C(=O)CSc2nc3ccccc3s2)cc1 (stereo not given)	-4	-3	-0.1	-0.3
23	CC1CCCCC1NC(=O)c1cccc(N2CCCC2=O)c1 (stereo not given)	4	-12	0.0	0.5
24	CC1CCc2c(sc3ncnc(N)c23)C1 (stereo not given)	-1	-13	-0.1	0.9
25	N#CC1=C(N)Oc2c(c(=O)[nH]c3ccccc23)C1c1cccs1 (stereo not given)	-9	1	0.0	1.7
26	COc1ccc(C(=O)OCc2ccc([N+](=O)[O-])cc2Cl)cc1OC	11	-1	0.1	-0.4
27	COC(=O)c1sc2nc(C(F)(F)F)c(C#N)c(=N)n2c1C	6	5	0.0	-0.3
28	COc1cc(NC(=O)c2sc3ncn(CC(=O)Nc4cccc(C(F)(F)F)c4)c(=O)c3c2C)cc(OC)c1OC	-10	-1	-0.2	-0.5
29	CN(C)c1ccc(/C(=N/NC(=O)c2ccncc2)c2ccccc2)cc1	-4	-62	0.1	2.1
30	Cc1cccc(NC(=O)c2cccc(S(=O)(=O)Nc3cccc(C(=O)O)c3)c2)c1	-1	-5	0.1	-0.8
31	CC(C)n1cnc2c(NCc3cccnc3)nc(N3CCOCC3)nc21	9	6	0.4	-1.4
32	CCOC(=O)c1c(NC(=O)CSc2nnc(CNC(=O)c3cc(OC)cc(OC)c3)n2-c2ccccc2OC)sc2c1CCC2	13	5	-0.1	-0.9
33	O=[N+]([O-])c1ccc2c(c1)C=C1CCCCC1(NCc1ccco1)O2 (stereo not given)	0	-8	-0.1	-0.6
34	Cc1cccc(N=C2NC(=O)/C(=C\c3ccc(OCc4cccc5ccccc45)cc3)S2)c1	18	-2	0.1	-1.8
35	COc1cccc(OC)c1C(=O)Nc1ccc(C(C)C)cc1	-5	-8	-0.1	-1.1
36	CCOC(=O)C1=C(c2ccccc2)NC(=S)NC1c1cc(Br)c(O)c(Br)c1 (stereo not given)	-3	-7	-0.2	-0.1
37	CC(C)N(C(=O)Nc1ccc2snnc2c1)C(C)C	8	0	-0.1	-0.4
38	COCCCNCC#CCOc1ccccc1OC	32	0	0.0	-0.8
39	C=CCNC(=O)c1ccc2c(c1)NC(=O)C(CSCc1cccc(F)c1)N2 (stereo not given)	9	7	0.2	0.1
40	N#C/C(=C\C=C\c1cccc([N+](=O)[O-])c1)c1nc2ccccc2[nH]1	19	0	0.0	0.2
41	COc1ccc(N2C(=O)CSC2c2ccc(Br)s2)cc1 (stereo not given)	1	-5	-0.1	1.0
42	CCN(CC)C(=O)C1CCCN(c2nc(NCCOc3ccccc3)c3ncn(-c4ccsc4)c3n2)C1 (stereo not given)	6	20	-0.3	1.4
43	CC(=O)N(CN1C(=O)c2ccccc2C1=O)c1cc(C)ccc1C	2	-2	0.0	0.8
44	O=C(C1CCN(C2CCN(Cc3ccc(OCCO)cc3)CC2)CC1)N1CCCC1	3	10	-0.1	0.4
45	CC(Sc1nnc(N)s1)C(=O)Nc1ccc(N2CCOCC2)cc1 (stereo not given)	-4	8	0.0	1.8
46	O=C(COc1ccccc1)NNC(=O)C12CC3CC(CC(C3)C1)C2	-3	-1	-0.1	2.6
47	Cc1cc(S(=O)(=O)N2c3ccc(F)cc3CCC2C)ccc1-n1cnnn1 (stereo not given)	3	-4	-0.1	2.9
48	Cc1cccnc1CSc1nc2ccccc2[nH]1	9	-59	0.0	-2.9
49	Cc1ccc(C2=[N+]([O-])C(C)N(O)C2(C)C)o1 (stereo not given)	-12	-6	0.0	-1.2
50	Cc1cc([N+](=O)[O-])ccc1NC(=S)NC(=O)CC(C)C	3	3	-0.3	-1.5
51	COc1cccc(N2CCN(C(=O)c3cnn4c(C(F)(F)F)cc(-c5ccc(OC)c(OC)c5)nc34)CC2)c1	-1	-13	0.0	0.0
52	COC(=O)CCC(=O)Nc1ccc(Oc2ccccc2)cc1	13	-10	0.9	-0.5
53	CCCN1CCc2c(cnc(C)c2CNC(=O)C2CCCO2)C1 (stereo not given)	10	-2	0.1	0.0
54	CCOc1cc(C2C(C#N)=C(N)Oc3n[nH]c(-c4cc(OC)c(OC)c(OC)c4)c32)cc([N+](=O)[O-])c1O (stereo not given)	-11	-5	-0.5	-0.1
55	COc1ccc(-c2cnnc(N3CCN(CC(=O)NC(C)C)CC3)n2)cc1	3	2	-0.2	-1.7
56	COc1ccc(N2CCN(S(=O)(=O)c3cnc[nH]3)CC2)cc1	9	-4	0.0	1.9
57	COC(=O)CN1C2=NCCCN2c2ccccc21	5	-6	0.1	0.2
58	O=C(NCCc1cscn1)c1ccc(OC2CCN(C(=O)C3CC3)CC2)cc1	16	-1	0.0	-2.0
59	CCN(CC)C1CCN(C(=O)c2ccc(OC3CCN(Cc4ccccn4)CC3)cc2)C1 (stereo not given)	-9	0	0.2	0.2
60	Cc1cc(C)cc(NC(=O)CSc2nc3[nH]ncc3c(=O)[nH]2)c1	-4	10	-0.1	1.5

Among those listed so far, two contain a furan ring, fused or not:
item	Structure	MITF inh	TEAD-YAP inh	FBW7 activator	GPR151 ag
33	O=[N+]([O-])c1ccc2c(c1)C=C1CCCCC1(NCc1ccco1)O2 (stereo not given)	0	-8	-0.1	-0.6
49	Cc1ccc(C2=[N+]([O-])C(C)N(O)C2(C)C)o1 (stereo not given)	-12	-6	0.0	-1.2

Next part.
item	Structure	MITF inh	TEAD-YAP inh	FBW7 activator	GPR151 ag
61	O=C(CN1Cc2ccccc2C1=O)N1CCN(C(=O)c2ccco2)CC1	12	1	0.2	0.8
62	O=C(NCc1ccccc1)Nc1ccc2c(c1)CCC(=O)N2Cc1ccccc1	11	8	0.0	-0.3
63	COc1cc(C(=O)NCc2ccco2)cc(OC)c1OC	-5	-8	0.1	-1.1
64	COc1ccc(C2CC(=O)C3=C(C2)Nc2ccccc2NC3c2c[nH]c3ccccc23)cc1OC (stereo not given)	-15	-35	-0.1	0.1
65	O=C(CCc1ccc(O)c(O)c1)NNC(=S)NCc1ccc(Cl)cc1	-12	-1	-0.5	1.7
66	Cc1ccc(S(=O)(=O)c2ccccc2C=O)cc1	2	9	0.0	1.7
67	COc1cc(C=Nc2ccc(F)cc2)ccc1OC(C)=O	4	-4	-0.2	0.9
68	Cc1nc(N2CCCC2C(=O)N2CCC(C(O)Cc3ccccc3)CC2)nc2ccccc12 (stereo not given)	0	16	0.1	2.3
69	CCOC(=O)Cc1csc(NC(=O)c2ccc(OC)cc2)n1	3	-18	0.0	-1.3
70	CS(=O)(=O)c1ccc2nc(NC(=O)CCC(=O)O)sc2c1	3	3	-0.1	-0.7
71	COCCCNS(=O)(=O)c1ccc2c(c1)CCN2C(=O)CCC(=O)O	8	6	0.6	-0.5
72	COCCNC(=O)c1ccc2nc3[nH]c4ccccc4c3nc2c1	11	-22	-0.1	-2.1
73	COc1ccc(C(=O)/C=C/Nc2ccc(I)cc2)cc1	15	8	0.4	-1.1
74	CC(C)C(NS(C)(=O)=O)c1nnc2n1CCN(Cc1ccc3c(c1)OCCO3)CC2 (stereo not given)	9	2	0.0	2.3
75	c1cncc(CNc2nc(NCc3cccnc3)c3[nH]cnc3n2)c1	5	3	0.1	0.2
76	CC(C)CNC(=O)c1cccc(NC(=O)c2cccs2)c1	6	11	0.0	2.4
77	O=C(Cn1c(=O)oc2cc(S(=O)(=O)NC3CCCC3)ccc21)Nc1ccc(F)cc1	11	7	-0.1	-0.1
78	CC(C)NC(=O)c1ccccc1N(Cc1ccccc1)S(C)(=O)=O	-9	-4	0.7	0.7
79	COCCCNC(=O)c1cn(CCOC)c(=O)c2c1c1ccccc1n2C	-10	-5	0.1	2.0
80	COc1cc(OC)c(C2C3=C(COC3=O)Nc3c2c(=O)n(C)c(=O)n3C)cc1OC (stereo not given)	17	5	0.5	-2.0
81	CC(C)OCCCNC(=O)CC1C(=O)NCCN1Cc1ccc(F)c(F)c1 (stereo not given)	-4	9	-0.2	1.6
82	O=S(=O)(c1cccs1)N1CCc2nc(-c3cccnc3)nc(N3CCCCC3)c2C1	5	-5	-0.2	0.7
83	COc1ccccc1NC(=O)c1sc2nc(C)n(C)c(=O)c2c1C	-11	-15	0.2	-0.9
84	CCCOc1ccc(C(=O)NNC(=S)NC(C)=O)cc1	6	-14	-0.7	-0.1
85	N/C(=N\OC(=O)N1CCOCC1)c1ccncc1	-12	11	-0.2	-0.6
86	O=C(c1nn2c(c1Cl)NC(c1ccccc1)CC2C(F)(F)F)N(Cc1ccccc1)Cc1ccccc1 (stereo not given)	-10	-28	0.0	2.2
87	CCCNc1nccn2c(-c3cccc4cccnc34)cnc12	0	4	0.0	-0.2
88	O=C(N/N=C/c1ccccc1Br)c1ccncc1	9	2	0.1	-1.3
89	CCOC(=O)c1sc(NC(=O)COc2ccc(Cl)cc2C)nc1C	3	-7	-0.1	-0.3
90	Nc1ccc2cc3c(nc2n1)CCN(Cc1ccc(F)cc1)C3	7	3	-0.3	-0.2
91	COc1ccc(-c2nc(Nc3cc(OC)c(OC)c(OC)c3)c3ncn(C(C)C)c3n2)cc1	11	24	-0.1	-1.1

Screens (PubChem BioAssay)
